Wnt act: activators of Wnt/beta-catenin signaling; Wnt/beta-catenin reporter cell assay, activator, plate reader; actives 1.2% (n = 300,000); activation, % at 9.35 µM; AID 743398; in the data active = activation above about 30%, passing the limit was not always enough; inconclusive = no clear call, values can overlap the other calls;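 also: 0% = neutral control wells and 100% = positive control wells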
The depositor's hits bear a star; ? = inconclusive. Not all compounds are listed. The share of hits here may be higher or lower than overall.

The first two records as a preview:
SMILES	Wnt act
CC1(Cc2ccccc2OC(F)(F)F)C(=O)Nc2ccc(-c3ccsc3)cc21 (stereo not given)	-1
COc1ccc(C2=CN(Cc3ccccc3)C(c3ccc(OC)cc3)CC2=O)cc1 (stereo not given)	-3

This part in full, from the start:
SMILES	Wnt act
CC1(Cc2ccccc2OC(F)(F)F)C(=O)Nc2ccc(-c3ccsc3)cc21 (stereo not given)	-1
COc1ccc(C2=CN(Cc3ccccc3)C(c3ccc(OC)cc3)CC2=O)cc1 (stereo not given)	-3
CCCCN(C)c1c(C)nc2ccc(C(=O)NCCCn3ccnc3)cn12	-1
CC1(C(=O)Nc2cccc3c2CCCC3)CCN1C(=O)C1(c2ccccc2)CC1 (stereo not given)	-2
CC(C)C[C@H]1CN([C@@H](Cc2ccccc2)CN2CCCC2CN2C(=S)NC[C@@H]2Cc2ccccc2)C(=S)N1CC1CCCCC1 (stereo not given in full)	-3
CC1(C(=O)NS(=O)(=O)c2ccc(Cl)cc2)CCN1C(=O)Cc1ccsc1 (stereo not given)	1
Cc1cnc(CNC(=O)c2ccc3sc([C@@H]4O[C@H](CO)[C@H](O)[C@H](O)[C@H]4O)nc3c2)cn1	-1
CC(=C1N=C(c2ccccc2)OC1=O)c1cccs1	-7
CC1(C(=O)NS(=O)(=O)c2ccc(C#N)cc2)CCN1C(=O)c1ccc(C2CCCCC2)cc1 (stereo not given)	0
COc1ccc(-c2cc(NC=O)c3ncc(-c4cccc(C(=O)NCCN(C)C)c4)n3c2)c(OC)c1	3
COCCNC(=O)C1(C)CCCN(Cc2csc3ccccc23)C1 (stereo not given)	-2
Cc1noc(C)c1-c1ccc(C(=O)Nc2cccc(NS(C)(=O)=O)c2)c2occc12	3
CCOC(=O)C1=CCN(S(=O)(=O)c2ccccc2Br)C1c1cccc(Cl)c1 (stereo not given)	-2
O=S1(=O)C[C@H](N2CCC[C@@H]2CO)[C@@H](COCc2ccccc2)N1	-2
CC1CC(C)CN(S(=O)(=O)c2ccc(F)c(C(=O)NC3CCCCC3C)c2)C1 (stereo not given)	-1
CCCc1nc2ccc(Cl)cn2c1Cc1ccc(C)cc1	0
COc1cccc(CN2CCN(C(=O)[C@H]3O[C@@H](n4cnc5c(N)ncnc54)[C@H](O)[C@@H]3O)CC2=O)c1	-1
CC(=O)Nc1ccc(S(=O)(=O)NCC2CCN(C(=O)C(=O)c3cc4ccccc4o3)CC2)cc1	-2
Cc1ccc(Cc2c(-c3ccccc3)nc3c(C)cc(Br)cn23)cc1	-1
COc1ccc(NC(=O)C2(C)Cc3c(-c4ccc5c(c4)OCO5)ccnc3O2)cc1OC (stereo not given)	0

Looked up above.
Value of CCCc1nc2ccc(Cl)cn2c1Cc1ccc(C)cc1 under Wnt act: 0
Value of COCCNC(=O)C1(C)CCCN(Cc2csc3ccccc23)C1 (stereo not given) under Wnt act: -2
Value of COc1cccc(CN2CCN(C(=O)[C@H]3O[C@@H](n4cnc5c(N)ncnc54)[C@H](O)[C@@H]3O)CC2=O)c1 under Wnt act: -1
Value of CCOC(=O)C1=CCN(S(=O)(=O)c2ccccc2Br)C1c1cccc(Cl)c1 (stereo not given) under Wnt act: -2
Value of Cc1cnc(CNC(=O)c2ccc3sc([C@@H]4O[C@H](CO)[C@H](O)[C@H](O)[C@H]4O)nc3c2)cn1 under Wnt act: -1
Value of CC1(C(=O)NS(=O)(=O)c2ccc(Cl)cc2)CCN1C(=O)Cc1ccsc1 (stereo not given) under Wnt act: 1

The list continues:
SMILES	Wnt act
CN1CCN(C(=O)c2ccc(-c3ccc(F)c(F)c3)c3ccoc23)CC1	-1
O=C1NC[C@@H](CCCCN2CCN(CCC3CCCCC3)C(=O)C2=O)N(CC2CCCCC2)C1=O	-1
CC1(C(=O)O)CCCN1C(=O)c1cccc(OC(F)(F)F)c1 (stereo not given)	1
Cn1nc(C(C)(C)C)cc1C(=O)N1CCCCC1c1cc(C(=O)NCc2ccc(F)cc2)no1 (stereo not given)	-2
COc1ccc(C(O)c2nc(-c3cccc(O)c3)cs2)cc1 (stereo not given)	6
CCCCCn1cc(CCC(=O)Nc2ccc(N(C)c3ccccn3)cc2)c2ccccc21	-2
O=C(NCc1ccccc1Cl)c1[nH]c(C(F)(F)F)nc1-c1ccccc1	-2
CC(=O)N1C[C@@H](CO)[C@@H](N(C)C(=O)C2CCCCC2)C[C@H]1c1ccccc1	-1
COc1cc(CCN=Cc2cc(Cl)cc(Cl)c2O)c([N+](=O)[O-])cc1OC	-1
COC(=O)[C@]12CCCCC=C1N(Cc1cccc3ccccc13)C(=O)[C@H](CC(=O)NCCc1ccccc1OC)C2	0

An excerpt of these results, field by field:
O=C1NC[C@@H](CCCCN2CCN(CCC3CCCCC3)C(=O)C2=O)N(CC2CCCCC2)C1=O
- Wnt act: -1

CC1(C(=O)O)CCCN1C(=O)c1cccc(OC(F)(F)F)c1 (stereo not given)
- Wnt act: 1

Next section:
SMILES	Wnt act
CC(=O)c1ccc(-c2cnc3c(NC=O)cc(-c4ccc(C(=O)NC5CC5)cc4)cn23)cc1	-2
COc1ccc(C(C(=O)NC(C)(C)C)n2c(COc3ccc(C)cc3)nc3ccccc32)cc1 (stereo not given)	-1
CCCCNC(=S)N(CCCO)Cc1cc2cc3c(cc2[nH]c1=O)OCO3	3
Cc1ccccc1C(=O)N1CCN(C(=O)C(=O)c2cccc(C(F)(F)F)c2)CC1	0
CN(C)c1cccc(CNC(=O)c2ccc3nc([C@@H]4O[C@H](CO)[C@H](O)[C@H](O)[C@H]4O)[nH]c3c2)c1	-1
CC1(C(=O)Nc2ccc3c(c2)OCCO3)CCC(=O)N1CCc1c[nH]c2ccccc12 (stereo not given)	0
CC1(C(=O)NS(=O)(=O)C2CC2)CCCN(C(=O)c2cc3ccccc3s2)C1 (stereo not given)	1
CC1(c2nnnn2Cc2ccccc2)CCC(=O)N1Cc1cccc(C(F)(F)F)c1 (stereo not given)	-3
Cc1cc(C)n2c(Nc3ccc4c(c3)OCCO4)c(C3CC3)nc2n1	4
OC[C@@H]1CN(Cc2ccc3c(c2)OCO3)C[C@H](n2cnc3c(NCc4ccc(F)cc4)ncnc32)O1	-2
O=C(NC1CCCCC1)C1c2ccccc2OCC(=O)N1Cc1ccc2c(c1)OCO2 (stereo not given)	-4
Nc1[nH]c(C(=O)c2ccccc2)c(-c2ccccc2C(F)(F)F)c1C(=O)c1cccs1	-1
Cc1cccc(CN2[C@H](COC(=O)Nc3ccccc3)C=CS2(=O)=O)c1	18
Cc1ccc(S(=O)(=O)Nc2ccccc2C(=O)NCC2CCCO2)cc1 (stereo not given)	2
CO[C@@H]1CN(C)C(=O)c2ccc(NC(=O)c3ccccc3F)cc2OC[C@@H](C)N(CC2CCOCC2)C[C@@H]1C	-2
OC(c1ccc(F)cc1)c1ncc(-c2cccc3ccccc23)[nH]1 (stereo not given)	0
CCCCNC(=O)C1(C)CCN1Cc1cccc2c(OC)cc(C(=O)OCC)cc12 (stereo not given)	1
C(=C\c1ccccc1)/CN1CCN(C(CCc2ccccc2)c2nnnn2C2CCCC2)CC1 (stereo not given)	-3
CCc1nc2ccc(C(=O)NCCc3c[nH]c4ccccc34)cn2c1N(C=O)CCC(C)C	-2
CC(C)n1c(=O)c2ccccc2n1Cc1cn(CCc2c[nH]c3ccccc23)nn1	-2
COc1cc(C(=O)C(=O)N2CCN(c3ccc(C)cc3)CC2)cc2ccccc12	-2
COCCN1CCCc2nc(-c3ccc(F)cc3)ccc21	?
COc1ccc(CC(N)c2csc(Nc3ccc(C(C)=O)cc3)n2)cc1 (stereo not given)	-1
CC(C)CNC(=O)C1(C)CCCN1Cc1ccc(S(C)(=O)=O)cc1 (stereo not given)	-3
CCOC(=O)C1(C)CCCCCN1C(=O)c1ccco1 (stereo not given)	-5
CC[C@H](NC(=O)[C@@H](Cc1ccccc1)NC(=O)[C@H]1O[C@@H](n2ccc(=O)[nH]c2=O)[C@H](O)[C@@H]1O)c1ccccc1	-3
CC(C)(C)c1ccc(CC(=O)N2CCC2(C)C(=O)NS(=O)(=O)c2ccccc2C(F)(F)F)cc1 (stereo not given)	0
Cc1cc(Br)cn2c(Cc3ccsc3)c(-c3cccc(Br)c3)nc12	-1
COC(=O)c1ccc2nc(-c3ccc(F)cc3)c(Cc3ccc(C)cc3)n2c1	7
O=C(N[C@H](C(=O)N1CCC[C@H]1C(=O)NC1CCCC1)c1ccccc1)c1ccccc1	-4
Nc1[nH]c(C(=O)c2ccccc2)c(-c2cccc3ccccc23)c1C(=O)NC1CCCCC1	-1
Cc1cc(C)c2cc(N)c(Cl)nc2n1	-2
COc1ccc(C(=O)N(C)[C@H]2C[C@H]3c4[nH]c5ccccc5c4CCN3C[C@H]2[C@H](C)O)cc1	0
COc1ccc(NC(=O)c2cccc3c(-c4cnn(C)c4)coc23)cc1	2
COc1cccc(-c2nc(-c3cccc(C)c3)nc3cc(Cl)ccc23)c1	0
CCOC(=O)C1(C)CCCN(C(=O)CCc2ccccc2)C1 (stereo not given)	-4
CC1(C(=O)NS(=O)(=O)Cc2cccc(Cl)c2)CCN1C(=O)Cc1ccc(Cl)cc1Cl (stereo not given)	0
CNc1cncc(-c2cccc(C(=O)NC3CC3)c2)n1	7
COc1ccc(NC(=O)C2Cc3c(-c4cccc(C(N)=O)c4)ccnc3O2)cn1 (stereo not given)	0
O=C(CNC(=O)N1CC(=O)Nc2ccccc21)Nc1ccc(Br)cc1F	-1

Shown as labelled records: part of the list above.
Cc1cnc(CNC(=O)c2ccc3sc([C@@H]4O[C@H](CO)[C@H](O)[C@H](O)[C@H]4O)nc3c2)cn1
  Wnt act: -1

CC(=C1N=C(c2ccccc2)OC1=O)c1cccs1
  Wnt act: -7

CC1(C(=O)NS(=O)(=O)c2ccc(C#N)cc2)CCN1C(=O)c1ccc(C2CCCCC2)cc1 (stereo not given)
  Wnt act: 0

COc1ccc(-c2cc(NC=O)c3ncc(-c4cccc(C(=O)NCCN(C)C)c4)n3c2)c(OC)c1
  Wnt act: 3

Following part.
SMILES	Wnt act
COC(=O)[C@@]12C[C@@H](CC(=O)NCc3ccccc3)C(=O)N(CCc3ccc(OC)c(OC)c3)C1=CCC(C)(C)C2	-6
COCCNC(=O)C1(C)CCCN(C(=O)c2cc(C)on2)C1 (stereo not given)	-1
COc1cc(Cl)ccc1OC1(C)CCN(Cc2ccc(SC)cc2)C1 (stereo not given)	28
Cc1ncccc1C(=O)N1CCCC(c2cc(C(=O)Nc3ccc(C(C)(C)C)cc3)no2)C1 (stereo not given)	-3
COC(=O)c1cc2c(c3c4cc(F)ccc4n(S(=O)(=O)c4ccc(C)cc4)c13)C(=O)N(Cc1ccccc1)C2	7
COCCCNC(=O)c1csc([C@@H]2C[C@H](O)[C@@H](CO)O2)n1	-1
CC(C)(C)NC(=O)C(c1ccncc1)n1c(=O)c(-c2ccccc2)nc2ccccc21 (stereo not given)	2
C/C=C/c1cccc(-c2nc(C(=O)NC3CCCC3)cc3c2[C@@H](CCO)N(S(=O)C(C)(C)C)C3)c1 (stereo not given in full)	-2
COc1cccc(Nc2nc(C(N)C(C)C)cs2)n1 (stereo not given)	-2
Cc1ccc(S(=O)(=O)C[C@@H]2OC[C@H](CO)N2S(=O)(=O)c2ccc(C)cc2)cc1	-2
Cc1ccc(S(=O)(=O)N2CCN(C(=O)Cn3nc(C(=O)O)c4ccccc4c3=O)CC2)cc1	1
Cc1ccc(S(=O)(=O)N[C@@H](C)CO)cc1	-4
COC(=O)/C=C1\OCc2ccccc21	4
Cc1cccc(-c2noc(CCC(=O)Nc3ccc(C(N)=O)cc3)n2)c1	0
Cc1ccc(C(=O)Nc2nc(C(N)C(C)C)cs2)cc1 (stereo not given)	0
CN1CCN(C(=O)C[C@@H]2CC[C@@H]3[C@H](COC[C@@H](O)CN3Cc3cccc(Cl)c3)O2)CC1	-1
CCCCNC(=O)C[C@@H]1C[C@@]2(C(=O)OC)CCCCC=C2N(Cc2ccc(Cl)cc2Cl)C1=O	-1
COc1cccc(CNC(=O)[C@H]2CCCN2C(=O)[C@H]2CCCN2C(=O)c2cccc(F)c2)c1	-3
Cc1[nH]c2ccccc2c1CC(=O)Nc1ccc(Nc2cccnc2)c(-c2cccc(Cl)c2)c1	-2
COc1ccc(C(=O)N2CCCC(C)(C(=O)NS(=O)(=O)C3CC3)C2)cc1 (stereo not given)	0
CCCOc1ccc(F)cc1-c1cc(C(=O)NCCOC)[nH]n1	-3
C=CCN(CC=C)Cc1cc(=O)oc2ccccc12	0
Cc1ccc(S(=O)(=O)N2C[C@H]3C(=O)C[C@@H](c4ccccc4)N(S(=O)(=O)c4ccc(C)cc4)[C@H]3C[C@H]2c2cccc(C)c2)cc1	-2
CCOC(=O)Cn1c2c(n(-c3ccc(F)cc3)c1=O)C=C(c1ccccc1)[C@@H](C)C(C(=O)N(C)C1CCCCC1)=C2	-5
CN(C)CCN(C(=O)c1ccc(N2C(=O)CCC2=O)cc1)c1nc2cc3c(cc2s1)OCCO3	27
CCCNC(=O)C1(C)CCN(Cc2cc(-c3ccccc3)on2)C1 (stereo not given)	-4
COc1ccc(Cn2c(C)c(CC(=O)Nc3ccc(Oc4cccnc4)c(C)c3)c3ccccc32)cc1	3
COC(=O)C1=C(C)N(C)C(=NCc2ccc3c(c2)OCO3)NC1c1ccc(Cl)cc1 (stereo not given)	-1
CCOC(=O)N1CCN(C(c2ccnc3ccccc23)c2nnnn2-c2ccc3c(c2)OCCO3)CC1 (stereo not given)	-2
COc1ccccc1CNc1nc(NCC2CC2)nc2ccsc12	-2
COC(=O)C1=CN(c2c(C)cc(C)cc2C)C(N)=C(C#N)C1c1cccc(F)c1 (stereo not given)	-2
CC1(C(=O)Nc2cccc(C#N)c2)CCN1C(=O)C1(c2ccccc2)CC1 (stereo not given)	-2
CCn1nc(C(=O)Nc2ccc3c(c2)OCCO3)c2ccccc2c1=O	0
COc1ccccc1Cc1c(-c2ccc(C)cc2)nc2ccc(Cl)cn12	24
COC(=O)Cc1nnn2c1[C@H](C)[C@H](C(C)(C)C)OCC2	-1
CC1(C(=O)NS(=O)(=O)c2ccc(Cl)s2)CCN1C(=O)Cc1ccccc1Cl (stereo not given)	-1
O=S1(=O)CC(N2CCCC2)CN1CCc1ccccc1 (stereo not given)	-2
CN1CCN(c2ccc(CNC(=O)C3Cc4c(-c5ccccc5)ccnc4O3)cc2)CC1 (stereo not given)	-4
COc1ccc(S(=O)(=O)N2CCCCC2c2cc(C(=O)NCc3ccc(F)cc3)no2)cc1 (stereo not given)	-5
CCOc1cc(NC(=S)NCCOC)c(OCC)cc1NC(=O)c1cccs1	0
